STK33 inh: blocks human STK33 kinase activity | Q9BYT3 | purified STK33, MBP phosphorylation, ADP-Glo luminescence | inhibition, % at 10 µM | 320,000 compounds, 0.073% hits;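 active = inhibition at or above 25%, using the most active replicate where run in duplicate; inactive = inhibition below 25%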
Target sequence (Q9BYT3 whole entry, looked up): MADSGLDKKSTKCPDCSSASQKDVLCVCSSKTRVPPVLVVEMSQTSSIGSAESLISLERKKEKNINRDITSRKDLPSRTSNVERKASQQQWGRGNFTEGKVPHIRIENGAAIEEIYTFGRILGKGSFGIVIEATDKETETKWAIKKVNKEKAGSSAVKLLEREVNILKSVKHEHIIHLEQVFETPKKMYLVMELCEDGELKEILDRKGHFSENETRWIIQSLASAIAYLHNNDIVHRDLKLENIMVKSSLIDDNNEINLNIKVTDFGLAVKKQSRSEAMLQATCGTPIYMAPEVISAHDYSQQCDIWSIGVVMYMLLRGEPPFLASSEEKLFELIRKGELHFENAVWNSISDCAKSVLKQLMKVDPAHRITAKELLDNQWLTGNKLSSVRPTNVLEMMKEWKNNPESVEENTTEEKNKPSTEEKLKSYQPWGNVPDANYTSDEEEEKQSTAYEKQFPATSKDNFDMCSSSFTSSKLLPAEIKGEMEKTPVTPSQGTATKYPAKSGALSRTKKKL
Kir21 block: blocks the mouse Kir2.1 inward-rectifier potassium channel; P35561; B-score at 10 µM; HEK293-Kir2.1, FluxOR thallium flux fluorescence; stronger effect = lower value; 310,000 compounds, 0.85% hits;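 active = fluorescence ratio B-score at or below minus 3 SD of library scores, with starting-brightness B-score within 2 SD, cut at about -4.2 in these data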;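 note: channel flux triggered by added potassium and thallium sulfate stimulus; B-score of peak minus minimum fluorescence over baseline after thallium stimulus; more negative B-score means stronger Kir2.1 block with less thallium influx; some compounds called inactive have numbers as strong as hits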
Target sequence (P35561 whole entry, looked up): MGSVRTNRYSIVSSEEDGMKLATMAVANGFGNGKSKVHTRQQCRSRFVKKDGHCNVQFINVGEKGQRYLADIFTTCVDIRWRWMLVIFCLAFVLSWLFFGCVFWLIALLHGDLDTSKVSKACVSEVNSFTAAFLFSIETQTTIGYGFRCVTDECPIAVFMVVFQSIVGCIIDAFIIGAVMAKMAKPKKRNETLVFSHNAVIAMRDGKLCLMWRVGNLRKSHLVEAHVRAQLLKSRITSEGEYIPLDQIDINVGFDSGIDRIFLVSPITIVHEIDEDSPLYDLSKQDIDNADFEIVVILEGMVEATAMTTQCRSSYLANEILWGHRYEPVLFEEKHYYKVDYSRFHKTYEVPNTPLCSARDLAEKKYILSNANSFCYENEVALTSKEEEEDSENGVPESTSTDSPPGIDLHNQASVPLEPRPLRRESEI
KCNQ2 block: KCNQ2 potassium channel inhibitors, primary screen, cell-based, CHO-K1, FluxOR thallium flux, B-score (AID 2156); O88943; 20 min; stronger effect = lower value; B-score at 10 µM; 310,000 compounds, 1.1% hits;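 active = fluorescence ratio B-score at most minus 3 library SDs, with starting brightness B-score within 2 library SDs, cut at about -5.5 in these data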
* marks the source's active call; other numbers are inactive results; i = inactive; · = not tested or not shown.

SMILES	STK33 inh	Kir21 block	KCNQ2 block
NC(=O)C(=O)N/N=C/c1c(F)c(F)c(F)c(F)c1F	-0.1	0.03	i
COc1ccccc1N1CCN(C(=O)C2CCCCN2S(=O)(=O)c2ccc(C)cc2)CC1 (configuration not stated)	-0.5	-0.07	i
CCOC(=O)N1CCC(NC(=O)C(CC(C)C)NC(=O)C2CCC(C)CC2)CC1 (configuration not stated)	-2.9	0.02	i
NNc1nc(-c2ccccc2)c2cc(Cl)ccc2n1	-0.9	1.9	i
COc1ccc(NS(=O)(=O)c2cccc(C(=O)NCC(c3ccccc3OC)N3CCCC3)c2)cc1 (configuration not stated)	-0.5	-1.1	i
COc1ccc2c(c1OC)C(=O)OC2Nc1nc(-c2ccccc2)cs1 (configuration not stated)	0.7	0.28	i
O=C(Nc1ccccc1)c1cccnc1N1CCCC1	-1.3	-1.4	i
CCN1C(=O)N[C@@H](c2cccc(C(F)(F)F)c2)[C@H](C(C)=O)[C@H]1C	0.6	-1.2	i
O=C(Cc1ccccc1)Oc1coc(CSc2ncccn2)cc1=O	-0.8	-1.6	i
Cc1ccc2nc(SCC(=O)c3c(N)n(C)c(=O)n(C)c3=O)[nH]c2c1	-2.4	1.6	i
COc1ccc(/C=N/Nc2nc3ccccc3c(=O)[nH]2)cc1	2.0	1.2	i
Fc1ccc(-c2n[nH]c(=S)n2CC2CCCO2)cc1 (configuration not stated)	-0.4	0.1	i
CC1CCc2sc(C(=O)NNC(=S)NCC3CCCO3)cc2C1 (configuration not stated)	-2.3	-0.47	i
CN(C)C(=O)CN(c1ccc(F)c(Cl)c1)S(C)(=O)=O	-0.9	0.17	i
O=C(c1ccccc1)c1ccc2nc(-c3ccc(NC(=O)c4ccccc4F)cc3)[nH]c2c1	-0.1	1.5	i
CCOC(=O)c1c(NC(=O)C2C3C=CC(CC3)C2C(=O)O)sc(C)c1CC (configuration not stated)	-1.6	-1.7	i
C=CCOCCN(CC)CC	-0.1	0.46	i
CCOc1ccc(-c2nc(CSCC(=O)NC3CCCc4ccccc43)c(C)o2)cc1 (configuration not stated)	-0.3	0.21	-8.8*
COc1ccccc1NC(=O)CCN1C(=O)/C(=C\c2cc(OC)c(OC)c(OC)c2)SC1=S	-1.0	-0.29	i
COc1ccc(S(=O)(=O)NC2CC2)cc1Cl	·	-0.14	i
C/C(=C\c1ccccc1)CN1CCC(C(=O)N2CCCC(C)C2)CC1 (configuration not stated)	-2.5	1.4	i
O=C(COc1cc(Cl)c(Cl)cc1Cl)Nc1cccc(O)c1	-0.7	0.69	i
O=[N+]([O-])c1ccc(C[n+]2ccc(Cc3ccccc3)cc2)cc1	0.5	0.21	i
CC(C)C(=O)Nc1ccc(C(=O)NNC(=S)NC(=O)c2ccccc2[N+](=O)[O-])cc1	0.2	0	i
CCOC(=O)/C(C#N)=C/c1c(N2CCN(c3cccc(Cl)c3)CC2)nc2c(C)cccn2c1=O	·	0.81	i
O=[N+]([O-])c1cc(Cl)cc2c1nc(NCCO)c1ccccc12	1.8	0.39	i
COc1ccc(N(C(=O)c2ccncc2)S(=O)(=O)c2ccc3c4c(cccc24)C(=O)N3C)cc1	-0.2	1.5	i
CCOC(=O)CC1NCCc2c1[nH]c1ccc(OC)cc21 (configuration not stated)	-0.2	-0.86	i
CCOc1ccc(-c2csc(NC(=O)c3ccco3)n2)cc1	-1.3	-2.1	i
O=C(NC1CCCc2c1cnn2-c1ccc(F)cc1F)c1csnn1 (configuration not stated)	-0.6	-0.06	i
Cc1ccc(C)c(N2CCN(C(=O)CCn3c(=S)[nH]c4cc5c(cc4c3=O)OCO5)CC2)c1	-0.8	-2	i
Cc1ccc(CN=C(Nc2ccccc2)NC2CCCCC2)cc1	-2.3	-6.5*	i
Cc1cc(C)n(C(C)CNS(=O)(=O)c2ccc(C)c(C)c2)n1 (configuration not stated)	-2.0	-1.3	i
CC(Sc1nc2sc3c(c2c(=O)n1-c1ccccc1)CCCC3)C(=O)O (configuration not stated)	-3.9	-0.42	i
N#Cc1cccc(C(=O)OCC(=O)c2ccc3c(c2)NC(=O)CO3)c1	-0.1	-0.28	i
O=C1CN(c2nc(-c3cccnc3)nc3sc4c(c23)CCCC4)CCN1	-0.7	-0.92	-5.7*
CN1CCN(CCCNC(=O)c2ccc3c(c2)N(Cc2ccc(F)cc2)CCS3)CC1	-0.4	-2.8	i
O=C1CC(N2CCOCC2)C(=O)N1c1ccc2c(c1)OCO2 (configuration not stated)	-1.0	-1.5	i
COc1ccc(N2CCN(C(=O)CSc3nnc(-c4cccnc4)n3-c3ccc(F)cc3)CC2)cc1	1.5	0.01	i
Cc1cccc(C(=O)N[C@H](C(=O)Nc2ccc(C)c(S(=O)(=O)N(C)C)c2)C(C)C)c1	-1.4	1.9	i
c1csc(-c2cn3ccc4ccccc4c3n2)c1	8.6	0.96	i
O=C(O)Cc1nc(-c2cccnc2)sc1-c1ccc(Br)cc1	-0.5	0.17	i
O=C(CCc1ccccc1O)N/N=C/c1ccc(Sc2cccc3cccnc23)o1	-0.5	0.67	i
O=C(COC(=O)Cc1c[nH]c2ccccc12)Nc1cccc2ccccc12	-0.4	0.21	i
CC(=O)Nc1sc(N/N=C\c2ccccc2F)nc1-c1cccs1	3.1	2.5	i
CCn1c2ccccc2c2cc(NC(=O)COC(=O)Cc3cn4ccsc4n3)ccc21	·	-0.69	i
CC1CCCN(C(=O)C2(NC(=O)Nc3cccc(F)c3)CCCCC2)C1 (configuration not stated)	1.8	-1.1	i
Cc1ccc(NC(=O)NC(=O)c2cnccc2C(F)(F)F)c(C)c1	-0.3	1.3	i
CN(CC12CC3CC(CC(C3)C1)C2)C(=O)c1ccco1	-1.1	-2.5	i
COCCN(CCOC)S(=O)(=O)c1ccc(C(=O)Nc2nc3c(s2)CCc2ccccc2-3)cc1	0.4	0.05	i
CCOCCOC(=O)COc1ccc2c(=O)c(Oc3ccc(OC)cc3)coc2c1	0.8	0.07	i
CCn1c(CNC(=O)COc2ccc(C(C)C)cc2)nnc1SCC(=O)Nc1ccc(F)cc1	-1.1	-0.04	i
CCOC(=O)C1=NNC(C(=O)c2ccccc2)C1c1ccc(OC)cc1 (configuration not stated)	-0.2	0.72	i
CCCc1nc(SCC(=O)N2CCc3ccccc3C2)c2ccccc2n1	3.1	-5.6*	i
COc1ccccc1N1CCN(C2CCN(C(=O)COc3cccc(C)c3)CC2)CC1	-2.7	0.88	i
COCCn1c(N2CCCC2)nc2c1c(=O)[nH]c(=O)n2C	-1.6	1.5	i
CCOc1ccc2ccccc2c1/C=N/NC(=O)c1ccncc1	0.5	0.95	i
COc1ccc(C2=NN(CN3C(=O)C(=O)c4ccccc43)C(c3ccc(OC)cc3)C2)cc1 (configuration not stated)	-0.1	-0.81	i
Cc1cccc(NC(=O)COc2coc(CN3CCN(c4ccccc4)CC3)cc2=O)c1	-0.6	1.9	i
Cc1noc(/C=C/c2ccco2)c1S(=O)(=O)N1CCC(C(=O)N2CCc3ccccc32)CC1	-1.4	0.03	i

Single records, from the list above. Order of screens: STK33 inh | Kir21 block | KCNQ2 block
O=C(O)Cc1nc(-c2cccnc2)sc1-c1ccc(Br)cc1 across the screens: -0.5 | 0.17 | i
CCn1c2ccccc2c2cc(NC(=O)COC(=O)Cc3cn4ccsc4n3)ccc21 across the screens: · | -0.69 | i
CC(=O)Nc1sc(N/N=C\c2ccccc2F)nc1-c1cccs1 across the screens: 3.1 | 2.5 | i
CCn1c(CNC(=O)COc2ccc(C(C)C)cc2)nnc1SCC(=O)Nc1ccc(F)cc1 across the screens: -1.1 | -0.04 | i
Cc1ccc(NC(=O)NC(=O)c2cnccc2C(F)(F)F)c(C)c1 across the screens: -0.3 | 1.3 | i

(further entries)
SMILES	STK33 inh	Kir21 block	KCNQ2 block
COc1ccccc1NC(=O)c1nnn(Cc2ccccc2)c1NC(C)=O	-1.2	1.1	i
Cc1ccc(SCCC(=O)N2CCOCC2)cc1	-1.8	0.67	i
NC(CSCc1ccccc1Cl)C(=O)O (configuration not stated)	-0.8	-0.69	i
O=C(Cc1nc2ccccc2[nH]c1=O)c1ccc(Cl)cc1	-1.9	-0.75	i
CCOc1ccc(OCC)c(S(=O)(=O)N2CCOCC2)c1	-0.3	1.3	i
N#CC1=C2Sc3ccccc3N2CCCC1=O	0.3	1.3	i
CCCn1c(-c2ccc[nH]c2=O)nc2ccccc21	-0.9	0.07	i
CSc1ccc(/C=N/NC(=O)c2sccc2C)cc1	-0.8	1.1	i
CC(C(=O)Nc1ccc2c(c1)OCCO2)n1nnc(-c2ccccc2)n1 (configuration not stated)	-1.4	0.2	i
O=C(c1ccc2c(c1)OCO2)C1CCCN(Cc2ccc(OC(F)F)cc2)C1 (configuration not stated)	0.6	-10*	i
Cc1ccc(S(=O)(=O)/N=C2/NC(=O)/C(=C/c3ccncc3)S2)cc1	-3.3	-3.5	i
O=C(c1ccco1)N1CCN(S(=O)(=O)c2ccc(S(=O)(=O)NC3CCCC3)cc2)CC1	0.6	-0.73	i
Cn1c(/C(C#N)=C(\O)COc2ccc3ccccc3c2)nc2ccccc21	-1.7	1.6	i
O=C(Nc1c(Cl)cc(Cl)cc1C(=O)NCCN1CCOCC1)c1ccc(Cl)cc1Cl	0.2	-0.11	i
c1ccc(CCNc2ncnc3sccc23)nc1	-0.9	-1.6	i
CC1CCCN(CC(=O)Nc2ccc(S(=O)(=O)NC3CCCCC3)cc2)C1 (configuration not stated)	-0.1	0.18	i
COc1ccccc1N(C)S(=O)(=O)c1ccc(Cl)c(C(=O)N2CCC(C(N)=O)CC2)c1	0.0	0.34	i
COc1ccc(C2=NCC(CSc3nccc(=O)[nH]3)S2)cc1 (configuration not stated)	-0.4	2.2	i
Cc1ccccc1OCCCCN1CCCCC1	0.3	-0.25	i
Cn1c(SCc2nc(-c3ccc(Cl)cc3)no2)nnc1-c1ccccc1	-0.8	0.15	i

In the list so far, four contain a COOH group:
SMILES	STK33 inh	Kir21 block	KCNQ2 block
CCOC(=O)c1c(NC(=O)C2C3C=CC(CC3)C2C(=O)O)sc(C)c1CC (configuration not stated)	-1.6	-1.7	i
CC(Sc1nc2sc3c(c2c(=O)n1-c1ccccc1)CCCC3)C(=O)O (configuration not stated)	-3.9	-0.42	i
O=C(O)Cc1nc(-c2cccnc2)sc1-c1ccc(Br)cc1	-0.5	0.17	i
NC(CSCc1ccccc1Cl)C(=O)O (configuration not stated)	-0.8	-0.69	i

The results go on.
SMILES	STK33 inh	Kir21 block	KCNQ2 block
O=C(O)c1cccc(Cn2c(Cl)c(/C=N/Nc3ccccc3)sc2=O)c1	-5.3	0.35	i
O=C(Nc1ccc(Cl)cc1)C1CCCN1C(=O)NCc1ccccc1 (configuration not stated)	1.3	-1	i
COc1cc(C2NC(=O)NC(C)=C2C(=O)Nc2cccc(C)c2C)cc(OC)c1OC (configuration not stated)	-0.3	1.6	i
Cc1cc(NCCN2CCOCC2)n2nc(C)c(-c3ccccc3)c2n1	0.9	0.17	i
O=S(=O)(NCc1ccccc1Cl)c1ccc(-n2cnnn2)cc1	0.3	-0.45	i
CC(C)CNCC(=O)N1c2ccccc2Sc2ccccc21	0.4	-2	i
O=C(CN(CC1CCCO1)C(=O)CNS(=O)(=O)c1ccc(Cl)cc1)NCC1CCCO1 (configuration not stated)	0.3	0.53	i
CC1=CC(=C(C#N)C#N)C=C(C)N1CCN1CCN(C(=O)Nc2ccc(Cl)c(Cl)c2)CC1	-1.5	-1.7	i
COc1ccc(CCNC(=O)C2CCN(S(=O)(=O)N3CCC(C)CC3)CC2)cc1OC	-2.2	-1.8	i
O=C1C2C3C=CC(C3)C2C(=O)N1CCCCCCN1C(=O)C2C3C=CC(C3)C2C1=O (configuration not stated)	-0.1	-0.51	i
CCCCn1c(N)c(N(CC)C(=O)c2cc(C)cc(C)c2)c(=O)[nH]c1=O	0.1	0	i
COc1ccc(/C=C2/SC(=S)N(NS(=O)(=O)c3ccccc3)C2=O)cc1	-1.6	-0.4	i
N#C/C(=C\c1cccs1)C(=O)N1CCOCC1	3.2	1.2	i
CC(=O)N/C(=C\c1ccccc1)C(=O)OCC(=O)Nc1cc(S(=O)(=O)N(C)C)ccc1C	-0.1	0.9	i
Cc1ccc(S(=O)(=O)N2CCCCC2)cc1NC(=O)COc1ccccc1F	-1.5	1.4	i
O=C(N/N=C/c1ccc2c(c1)OCO2)C(=O)Nc1ccccc1Cl	0.0	0.06	i
COC(=O)c1cc(-c2ccccc2)n(CCN)c1C	-0.2	-1.5	i
CC(C)NC(=O)NNc1c(Cl)cncc1Cl	0.1	0.4	i
COc1cc(NC(=O)COC(=O)CNC(=O)c2ccc(C)s2)cc(OC)c1	-0.1	0.27	i
O=C(O)C1CC(c2ccccc2)=Nc2ccccc2S1 (configuration not stated)	-0.6	1.8	i

The closing 3 records of the section before lead into the next.
SMILES	STK33 inh	Kir21 block	KCNQ2 block
CC(C)NC(=O)NNc1c(Cl)cncc1Cl	0.1	0.4	i
COc1cc(NC(=O)COC(=O)CNC(=O)c2ccc(C)s2)cc(OC)c1	-0.1	0.27	i
O=C(O)C1CC(c2ccccc2)=Nc2ccccc2S1 (configuration not stated)	-0.6	1.8	i
COc1ccccc1C(=O)Nc1nnc(-c2ccc(F)cc2)o1	-0.5	0.69	i
Cc1ccc2cc(C#N)c(SCC(=O)NCc3ccco3)nc2c1	0.2	0.49	i
CCOc1ccc(C2=Nn3c(nnc3-c3ccco3)SC2)cc1	-0.6	-0.73	i
CC(C)OC(=O)CSc1nnc(Cc2ccccc2)n1CC1CCCO1 (configuration not stated)	0.7	0.46	i
OCCC1CN(Cc2cnc(N3CCOCC3)s2)CCN1C1CCCC1 (configuration not stated)	-1.3	-2	i

Screening results (PubChem BioAssay)
